High-throughput results as filed in PubChem.
15-hLO inh: blocks human 15-lipoxygenase activity | hit rate 1.4% among 74,000 | P16050 | Potency, µM (top dose mostly 57.1 µM), for the others: top-dose activity change, negative = inhibition, most hits filed as inhibitors | purified 15hLO-1, xylenol orange hydroperoxide absorbance; also: potency is read from the fitted curve at half-maximal effect; % is scaled to controls: 0 for no effect and ±100 for the full control effect; nearly all actives have a fitted effect of over 55% in size
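Purified human 15hLO-1 (40 nM final) in 25 mM Hepes pH 7.5, 0.01% Triton X-100 was preincubated with compound 15 min at room temperature, then reacted 6 min with 50 uM arachidonic acid; hydroperoxide detected by Fe-XO, 573/405 nm absorbance ratio.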
Hsp90 Hop PPI: changes Hsp90-Hop TPR2A binding signal, up or down. AlphaScreen TPR2A-His6 binding biotin-Hsp90 C-terminal peptide. hit rate 0.44% among 71,000. Potency, µM (highest dose often 57 µM), for the others: top-dose activity change, negative = inhibition; active = well fitted curve in either direction with a large enough effect; inconclusive = small, poorly fitted or top-dose-only effect, or another doubt; also: potency is read from the fitted curve at half-maximal effect; % is scaled to controls: 0 for no effect and ±100 for the full control effect; many of its hits are not listed in these tables
HADH2 inhib: inhibitors of human HADH2 dehydrogenase; Q99714; recombinant HADH2, NADH fluorescence, beta-hydroxybutyryl-CoA; Potency, µM (titrated, usually from 57.1 µM), inactives show top-dose activity change, negative = inhibition, actives largely listed as inhibitors; hit rate 3.4% among 73,000; also: potency is read from the fitted curve at half-maximal effect; % is scaled to controls: 0 for no effect and ±100 for the full control effect; nearly all actives have a fitted effect of over 60% in size; many of its hits are not listed in these tables
Target sequence (Q99714 whole entry, looked up, one chain of several): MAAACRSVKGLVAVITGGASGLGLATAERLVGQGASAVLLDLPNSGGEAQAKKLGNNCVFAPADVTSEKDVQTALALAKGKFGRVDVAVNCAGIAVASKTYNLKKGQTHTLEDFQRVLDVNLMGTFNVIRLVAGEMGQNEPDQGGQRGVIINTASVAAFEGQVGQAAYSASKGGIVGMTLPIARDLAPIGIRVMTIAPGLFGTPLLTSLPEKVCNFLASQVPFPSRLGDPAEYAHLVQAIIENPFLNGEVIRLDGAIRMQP
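20 nM HADH2 + cpd, 15 min RT; add 1 mM NAD+/90 uM beta-hydroxybutyryl-CoA; kinetic fluorescence 360/450 nm, 4 min. Tris-HCl pH 9.0, 0.01% Tween-20.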
Tau fil binding: tau filament binding | Potency, µM (doses to about 57.1 µM), inactives show at the top dose activity change, negative = inhibition | recombinant tau filaments, thioflavin S fluorescence, 15 h; filaments grown with octadecylsulfate alongside compound | hit rate 2% among 71,000 | P10636;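 also: potency is read from the fitted curve at half-maximal effect; % is scaled to controls: 0 for no effect and ±100 for the full control effect; actives lower thioflavin S fluorescence by blocking filaments or displacing dye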
Target sequence (P10636 whole entry, looked up): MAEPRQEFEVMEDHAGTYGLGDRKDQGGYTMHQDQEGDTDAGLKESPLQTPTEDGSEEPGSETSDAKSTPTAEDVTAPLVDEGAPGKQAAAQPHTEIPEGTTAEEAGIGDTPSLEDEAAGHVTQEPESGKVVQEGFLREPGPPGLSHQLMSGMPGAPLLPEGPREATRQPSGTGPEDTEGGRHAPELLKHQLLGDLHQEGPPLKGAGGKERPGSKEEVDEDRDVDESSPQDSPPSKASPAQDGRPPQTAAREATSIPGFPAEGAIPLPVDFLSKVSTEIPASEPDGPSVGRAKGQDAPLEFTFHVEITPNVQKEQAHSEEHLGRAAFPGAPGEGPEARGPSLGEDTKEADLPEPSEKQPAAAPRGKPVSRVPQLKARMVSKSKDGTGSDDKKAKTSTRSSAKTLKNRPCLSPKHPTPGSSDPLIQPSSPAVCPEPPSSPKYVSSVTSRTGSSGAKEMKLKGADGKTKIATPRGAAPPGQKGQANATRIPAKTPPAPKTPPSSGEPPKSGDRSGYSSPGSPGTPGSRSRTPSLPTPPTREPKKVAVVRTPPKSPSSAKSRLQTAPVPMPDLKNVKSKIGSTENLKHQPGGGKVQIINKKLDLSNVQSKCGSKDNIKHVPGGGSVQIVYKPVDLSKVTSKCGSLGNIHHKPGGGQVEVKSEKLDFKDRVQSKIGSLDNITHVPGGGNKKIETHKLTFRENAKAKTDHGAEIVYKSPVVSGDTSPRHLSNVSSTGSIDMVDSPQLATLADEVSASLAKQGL
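Recombinant tau protein (human, 1 uM final) plus 30 uM ODS in HEPES pH 7.4 with NaCl, DTT and thioflavine S. Compound present from the start; fluorescence at 510 nm after 15 h, 37 C.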
Rhodamine fluor: rhodamine region autofluorescence | hit rate 0.05% among 59,000 | max dye-equivalent concentration, M | AID 594 | Rhodamine-region fluorescence, 547/598 nm, Tris buffer; active compounds read high; in the data active = max dye-equivalent concentration above about 11 nM; inconclusive = between about 1.1 nM and that limit
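Intensities are converted to rhodamine-equivalent concentration using a six-point rhodamine standard on each plate. Compounds sit 15 min at room temperature in 100 mM Tris buffer, pH 8.0; read uses the 547/598 nm excitation/emission pair.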
TexasRed autofl: Texas Red region autofluorescence; hit rate 0.06% among 59,000; max dye-equivalent concentration, M; Compound fluorescence, Texas Red channel, 547/618 nm; active compounds read high; in the data active = max dye-equivalent concentration above about 10 nM; inconclusive = between about 1.1 nM and that limit
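Compound titrations in 100 mM Tris pH 8.0 were incubated 15 min at room temperature and read at 547 nm excitation / 618 nm emission. Texas Red six-point standard curve on each plate converted fluorescence to dye-equivalent concentration.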
FLuc inh: inhibitors of firefly luciferase. P08659. purified firefly luciferase, luminescence, 8 min. Potency, µM (series often up to 57.1 µM), without a hit: top-dose activity change, negative = inhibition, most hits filed as inhibitors. hit rate 2.2% among 72,000. AID 411; also: potency is read from the fitted curve at half-maximal effect; % is scaled to controls: 0 for no effect and ±100 for the full control effect; nearly all actives have a fitted effect of over 40% in size
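qHTS concentration-response profiling: light output of P. pyralis luciferase with luciferin and 10 uM ATP, imidazole buffer pH 7.2. Read by luminescence after 8-min room-temperature incubation.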
HBB splicing: alters splicing of the hemoglobin beta chain. hit rate 0.06% among 65,000. HBB splicing reporter cell assay, activation; EGFP reporter with mutant IVS2-654 intron; response scale: normalised to 500 nM splice-correcting PNA. Potency, µM (top dose mostly 46.1 µM), without a hit: top-dose activation, hits mostly activators; also: potency is read from the fitted curve at half-maximal effect; 0% is about no effect
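HeLa cells stably expressing EGFP interrupted by mutant beta-globin intron 2 (IVS2-654), 500/well in 2% FCS. Treated with compound for 2 days at 37C. Splicing correction scored as total well GFP intensity (488 nm excitation, 500-520 nm emission); 500 nM antisense PNA served as control.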
DNA Pol III inh: blocks replication by bacterial DNA polymerase III holoenzyme | reconstituted DNA polymerase III holoenzyme replication, biochemical | Potency, µM (series often up to 57.1 µM), inactives show at the highest dose activity change, negative = inhibition | hit rate 0.25% among 71,000 | AID 603; also: potency is read from the fitted curve at half-maximal effect; % is scaled to controls: 0 for no effect and ±100 for the full control effect
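Reconstituted *E. coli* holoenzyme (0.35 nM Pol III, 1 nM beta, 154 nM SSB, 2 nM primase) was preincubated with compound for 15 min at RT. Synthesis on 1.4 nM ssM13Gori ran 35 min, then was stopped with PicoGreen/EDTA and read as dsDNA fluorescence.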
ERK AVP inh: blocks ERK signaling stimulated by vasopressin; HEK293-V1b, vasopressin-stimulated pERK AlphaScreen; Potency, µM (top dose mostly 57.5 µM), for inactives: at the highest dose activity, negative = inhibition, most hits filed as inhibitors; hit rate 0.99% among 72,000; AID 995; also: potency is read from the fitted curve at half-maximal effect; % is scaled to controls: 0 for no effect and ±100 for the full control effect; nearly all actives have a fitted effect of over 55% in size
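Phosphorylated ERK1/2 detected via AlphaScreen bead proximity in lysates of V1b-expressing HEK293 cells given 25 nM vasopressin for 5 min after 30 min compound exposure (37 °C). AC50 from Hill equation; basal DMSO 0%, vasopressin 100%.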
CRE-bla Fsk: alters forskolin-stimulated CRE reporter signaling in CHO cells; hit rate 2.5% among 71,000; AID 662; Potency, µM (series often up to 38.2 µM), inactives show at the highest dose activity change, negative = inhibition, most hits filed as activators; CHO CRE-bla reporter (cAMP response element driving beta-lactamase), forskolin EC10, beta-lactamase ratio; active = well fitted activation curve with a large enough effect in the signal ratio, with a control signal flat, not every such curve was filed as active; inconclusive = small, poorly fitted or top-dose-only effect, or effect the other way, or a change in a side signal; the % refers to the signal ratio; also: potency is read from the fitted curve at half-maximal effect; % of control where 0% means no effect
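Forskolin analogue NKH 477 at EC10 stimulated CRE-driven beta-lactamase in CHO cells alongside compound dilution series. Beta-lactamase was measured with CCF4, excitation 405 nm, emission ratio 460/530 nm.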
* marks the source's active call; other numbers are inactive results; i = inactive; u = inconclusive; x = not tested or not shown; [ ] = dose if it differs, or a comment. Unless noted, calls follow the shape of the dose curve; as a rule, active = well fitted curve in the direction sought with a large enough effect; inconclusive = small, poorly fitted or top-dose-only effect, or another doubt; inactive = no such curve, though single readings can be large; an effect the other way counts as inactive or inconclusive.

SMILES	15-hLO inh	Hsp90 Hop PPI	HADH2 inhib	Tau fil binding	Rhodamine fluor	TexasRed autofl	FLuc inh	HBB splicing	DNA Pol III inh	ERK AVP inh	CRE-bla Fsk
Cc1cccc(NC(=O)CS(=O)(=O)c2cn(C)c3ccccc23)c1C	10.4%	-2.9%	3.3%	2.6%	i	i	-1.7%	0.3%	-0.7%	40.5%[activator]	-15.6%
O=S(=O)(c1ccc(C2=CSC3=NCCN23)cc1)N1CCOCC1	-17.9%	-1.4%	u	-1.3%	i	i	-0.3%	0.6%	-3.0%	-9.0%	11.7%
O=C(NCc1ccc2c(c1)OCO2)C1CCN(S(=O)(=O)c2cccc3nsnc23)CC1	-5.9%	1.4%	-2.7%	-6.6%	i	i	2.3%	-0.5%	-2.3%	10.5%	-11.7%
O=C(NC1CCS(=O)(=O)C1)c1ccccc1C(=O)c1ccccc1 (stereo not given)	0.9%	-2.8%	2.4%	0.1%	x	x	2.0%	0.8%	-0.5%	2.8%	-8.5%
Cc1sc2nc(N)sc2c1C	-9.9%	-1.6%	u	-10.6%	i	i	-1.9%	1.9%[57.5 µM]	-2.7%	u	1.8%
CC1Cc2ccccc2N1CC(=O)NC(=O)NCc1ccco1 (stereo not given)	-7.7%	-12.4%	-7.3%	-8.3%	i	u	-0.2%	-2.6%	1.1%	-29.3%	-24.6%
O=C(CN(Cc1ccco1)C(=O)c1cc(=O)[nH]c2ccccc12)Nc1ccccc1C(F)(F)F	-8.8%	-4.5%	5.8%	-1.0%	i	u	2.3%	0.2%[57.5 µM]	-9.8%	12.0%	-5.4%
O=C(c1ccncc1)N1CCC2(CC1)CN(c1ncccn1)C2	-3.6%	-0.8%	3.2%	0.7%	i	i	-1.5%[11.4 µM]	3.0%	-7.8%	6.5%	-1.7%
COCCN1C(=O)C(O)=C(C(C)=O)C1c1ccc(OC)c(OC)c1 (stereo not given)	-4.0%	-1.8%	-0.4%	-3.4%	i	u	0.3%	1.9%	-4.5%	-4.8%	-9.8%
COC(=O)c1cc(C(=O)OC)cc(N2C(=O)CC(N3CCN(c4ccccc4)CC3)C2=O)c1 (stereo not given)	-1.0%	-3.3%	0.4%	12.3%	i	i	-1.4%	-1.3%	-6.2%	-21.6%	-6.5%
Cc1nn(-c2ccc(F)cc2)c2sc(C(=O)OC3CCOC3=O)cc12 (stereo not given)	-10.8%	1.5%	48.1%[activator]	3.3%	i	i	-42.2%	-0.5%	-9.0%	-21.1%	u
Cc1ccc2cc(CN(CC3CCCO3)C(=O)c3ccco3)c(=O)[nH]c2c1C (stereo not given)	4.1%	-1.7%	-0.6%	1.4%	i	i	2.7%	x	-2.5%	26.9%	-0.2%
CS(=O)(=O)Nc1cccc(-c2ccc3ncnc(NC4CC4)c3c2)c1	1.2%	0.0%	16.9%	68.4%	i	i	-0.7%[2.29 µM]	-0.6%	-6.3%	u	u
CCOc1ccc(OCCCCN(C)C)cc1	-6.1%	-5.7%	7.1%	1.1%	x	x	1.9%	1.5%	-4.4%	-14.7%	-0.1%
CN(C)c1ccc(-c2nccc(NCc3cccs3)n2)cc1	u	-17.9%	-25.0%	31.0%	i	i	0.501µM*	0.1%	-0.6%	23.1%	u
O=C(NCc1ccco1)C(c1ccccc1F)N(CC1CCCO1)C(=O)Cn1nnc2ccccc21 (stereo not given)	0.5%	-1.4%	15.3%	0.9%	i	i	1.5%	x	-2.8%	-10.9%	-8.5%
Cc1c2c(n3c(nc4ccccc43)c1C#N)N(Cc1cccnc1)CC2	10.8%	-5.6%	49.4%[activator]	85.2%	i	i	0.2%	0.3%	2.9%	20.6%	3.7%
O=C(Nc1ccccc1)N1CC[C@@]2(CCCN(C(=O)c3cc(C(F)(F)F)cc(C(F)(F)F)c3)C2)C1	3.7%	-2.1%	3.1%	-9.6%	i	i	0.0%[11.4 µM]	2.1%	-10.5%	-10.4%	-21.8%
COc1ccc(CNC(=O)c2cc3c(=O)n4ccccc4nc3n(CC3CCCO3)c2=N)cc1 (stereo not given)	-4.1%	-2.0%	-24.1%	2.51µM*	i	u	3.8%	2.8%	-0.9%	-10.6%	u
CCCS(=O)(=O)N1CCCC(C(=O)NCCCN2CCN(c3ccccc3F)CC2)C1 (stereo not given)	15.2%	-2.6%	-0.7%	5.7%	i	i	0.7%	0.0%	-7.0%	11.9%	0.1%
Cc1ccc(-c2ccc(CCC(=O)O)n2CC(=O)O)cc1	u	-1.7%	-24.2%	12.4%	x	x	2.4%	-1.1%[9.22 µM]	-6.1%	17.6%	6.7%
CC(Sc1nncn1C)C(=O)Nc1ccccc1-c1ccccc1 (stereo not given)	-29.2%	-2.2%	-1.2%	-6.8%	i	i	-0.9%	-0.4%[57.5 µM]	2.8%	-4.3%	-5.2%
C=C1CC(C)OC(c2ccccc2OCC(O)CN2CCCCC2)C1 (stereo not given)	-1.3%	-4.4%	0.4%	-27.1%	i	i	6.0%	-0.6%	-6.7%	-1.8%	u
Cc1c(NC(=O)c2ccc3c(c2)OCO3)cccc1-c1nc2ncccc2o1	5.1%	-1.9%	4.3%	30.1%	x	x	-18.4%	-0.2%	-2.8%	x	-12.4%
CCOC(=O)c1ccc(NC(=O)c2cc(S(=O)(=O)N3CCOCC3)ccc2O)cc1	6.0%	-1.0%	u	9.9%	i	i	-10.2%	-0.3%	-0.6%	13.0%	4.2%
C=CCn1c(C)cc(C(=O)CSc2nc3ccccc3c(=O)[nH]2)c1C	-14.0%	-3.8%	-11.8%	-9.4%	i	u	-18.2%	-1.8%	-3.9%	20µM*	u
O=C(Cc1c(C(=O)O)[nH]c2ccccc12)NCCN1CCN(c2ccccc2F)CC1	0.4%	1.1%	-12.2%	-17.6%	i	i	0.3%	0.6%	-0.2%	10.4%	0.0%
Cc1cc(NC(=O)C2CC(=O)OC2c2ccccc2)no1 (stereo not given)	2.1%	2.9%	7.2%	5.7%	i	i	1.4%	2.8%	-0.4%	-12.4%	u
COc1ccc(-c2nc(C#N)c(N3CCN(c4ccccc4)CC3)o2)cc1	1.1%	-23.6%	u	108.1%	x	x	1.9%	0.0%	5.9%	-17.3%	8.9%
Cc1cc(C)n(C(=O)CNc2cccc(Cl)c2C)n1	-6.0%	5.4%	0.7%	65.8%	i	i	0.6%	1.3%	-2.9%	0.8%	-5.5%

3 of the entries above in order of their number in HADH2 inhib, largest number first.
mol	HADH2 inhib
Cc1cc(NC(=O)C2CC(=O)OC2c2ccccc2)no1 (stereo not given)	7.2%
CCOc1ccc(OCCCCN(C)C)cc1	7.1%
CN(C)c1ccc(-c2nccc(NCc3cccs3)n2)cc1	-25.0%

Next compounds follow:
SMILES	15-hLO inh	Hsp90 Hop PPI	HADH2 inhib	Tau fil binding	Rhodamine fluor	TexasRed autofl	FLuc inh	HBB splicing	DNA Pol III inh	ERK AVP inh	CRE-bla Fsk
Cc1ccc(Nc2nc(N)nc(CN3CCN(Cc4ccc5c(c4)OCO5)CC3)n2)c(C)c1	27.2%	-4.9%	7.8%	-9.7%	i	i	2.5%	-1.1%[57.5 µM]	-4.0%	-26.3%	8.7%
Cc1nc2cnc(N3CCN(C)CC3)nc2n(C[C@H]2CCCO2)c1=O	5.6%	-3.0%	75.2%[activator]	2.3%	i	i	1.0%[11.4 µM]	0.8%	-13.3%	-17.0%	5.5%
Cc1ccc(CN(C)CCc2ccccn2)cc1	-2.9%	-4.3%	-1.8%	0.7%	i	i	-0.6%	0.9%	6.0%	-16.1%	0.4%
O=C(O)CSC(NC(=O)c1cccnc1)(C(F)(F)F)C(F)(F)F	9.2%	6.0%	-3.6%	2.5%	i	u	2.8%	-3.1%	0.6%	0.8%	u
O=C(CSc1nnc2sc3ccccc3n12)N1CCN(c2ccccc2)CC1	0.8%	-6.3%	10.3%	14.3%	i	i	0.8%	0.7%	1.7%	-11.7%	-6.1%
O=C(Nc1ccc(Br)c(Cl)c1)c1ccco1	u	-1.5%	-14.0%	-8.5%	i	i	-14.2%	-0.4%	-2.4%	-14.6%	-11.0%

This is a subset, so the mix of outcomes need not match the whole.
